Menin MLL FP TR – qHTS Assay for Inhibitors Targeting the Menin-MLL Interaction in MLL Related Leukemias: Competition With Texas Red Labeled MLL-derived Mutant Peptide; O00255; Menin + Texas Red MLL mutant peptide, fluorescence polarization; Potency, µM (highest dose often 61.6 µM), for inactives: top-dose FP activity change, negative = inhibition, most hits filed as inhibitors; 270,000 tested, 0.23% active; AID 1768, 2009; active means well fitted inhibition curve with a large enough effect in the polarisation, with a control signal flat, not every such curve was filed as active; inconclusive means small, poorly fitted or top-dose-only effect, or effect the other way, or a change in a side signal; inactive means no such curve, though single readings can be large or run the other way; the % refers to the polarisation; further: potency means the concentration at half of the fitted maximal effect; % of control where 0% means no effect; many of its hits are not listed in these tables
ELG1 repair inh – qHTS screen for small molecules that inhibit ELG1-dependent DNA repair in human embryonic kidney (HEK293T) cells expressing luciferase-tagged ELG1; HEK293T ELG1-luciferase reporter, luminescence, 16 h; DNA damage induced by 5-fluorouridine; 330,000 tested, 2.3% active; Potency, µM (doses to about 46.1 µM), inactives show at the highest dose activity change, negative = inhibition, actives largely listed as inhibitors; further: potency means the concentration at half of the fitted maximal effect; on the % scale 0 is the no-effect control and ±100 the full control effect; nearly all actives have a fitted effect of over 55% in size
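Quantitative HTS, concentration-response format. 2,000 cells/well co-treated with 5-fluorouridine and compound, 16 hr in 5% CO2 at 37 °C; ONE-Glo luminescence read after 30 min.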
NPC1 prom act – qHTS Assay for NPC1 Promoter Activators | Huh7 NPC1 promoter luciferase reporter, 24 h | Potency, µM (doses to about 9.22 µM), without a hit: at the top dose activation, usual class: activators | 320,000 tested, 2.4% active;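 further: potency means the concentration at half of the fitted maximal effect; % of control where 0% means no effect; nearly all actives have a fitted effect of over 60% in size; reporter is driven by a mutant NPC1 promoter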
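NPC1 promoter–luciferase Huh7 cells; 24 h compound; luminescence.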
Mito fusion yeast – qHTS Assay for Small Molecule Inhibitors of Mitochondrial Division or Activators of Mitochondrial Fusion | S. cerevisiae fusion-defective mutant growth rescue, CellTiterGlo 48 h | Potency, µM (series often up to 46.1 µM), without a hit: top-dose growth rescue (activation), most hits filed as activators | 320,000 tested, 0.23% active | AID 485298, 2010;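 further: potency means the concentration at half of the fitted maximal effect; % of control where 0% means no effect; nearly all actives have a fitted effect of over 45% in size; temperature-sensitive fusion mutants such as fzo1-1 at 37 °C on non-fermentable ethanol glycerol medium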
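Luminescent cell viability in 1536-well qHTS format served as the measure of rescued growth in ts fusion-mutant S. cerevisiae cultured on non-fermentable YPEG for 48 hours at 37C.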
PKM2 act – qHTS Assay for Activators of Human Muscle isoform 2 Pyruvate Kinase; Potency, µM (highest dose often 57.5 µM), for the others: at the highest dose activation, usual class: activators; AID 1631, 2009; purified PKM2, Kinase-Glo ATP luminescence, activation; response scale: 0% is enzyme alone, no compound; Pyruvate kinase PKM (Homo sapiens), P14618; 260,000 tested, 0.34% active; further: potency means the concentration at half of the fitted maximal effect; on the % scale 0 is the no-effect control and ±100 the full control effect; nearly all actives have a fitted effect of over 55% in size
Target sequence (P14618 whole entry, looked up, canonical isoform): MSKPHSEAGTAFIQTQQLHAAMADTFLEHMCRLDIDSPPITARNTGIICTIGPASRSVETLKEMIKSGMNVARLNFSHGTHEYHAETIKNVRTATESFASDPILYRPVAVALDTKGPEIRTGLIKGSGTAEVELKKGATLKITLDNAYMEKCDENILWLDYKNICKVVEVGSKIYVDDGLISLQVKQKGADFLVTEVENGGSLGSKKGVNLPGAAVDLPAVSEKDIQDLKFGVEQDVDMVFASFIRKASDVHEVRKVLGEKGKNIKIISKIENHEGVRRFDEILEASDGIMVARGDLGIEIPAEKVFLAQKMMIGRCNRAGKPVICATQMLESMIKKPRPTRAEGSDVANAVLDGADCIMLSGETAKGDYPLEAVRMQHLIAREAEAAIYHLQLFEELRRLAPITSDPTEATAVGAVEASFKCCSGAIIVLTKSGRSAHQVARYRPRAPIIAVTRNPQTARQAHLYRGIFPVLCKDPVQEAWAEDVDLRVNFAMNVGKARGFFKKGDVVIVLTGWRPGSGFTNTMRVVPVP
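Purified hPK-M2 (>95% pure) converted ADP (0.1 mM final) to ATP with 0.5 mM PEP in 50 mM imidazole pH7.2, KCl, MgCl2, Tween 20, BSA; 1 h at room temperature. ATP detected by Kinase-Glo luminescence.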
FLuc counter – qHTS profiling assay for firefly luciferase inhibitor/activator using purifed enzyme and Km concentrations of substrates (counterscreen for miR-21 project); Luciferin 4-monooxygenase (Photinus pyralis), P08659; purified FLuc, Km substrates, luminescence inhibition; Potency, µM (top dose mostly 57.5 µM), inactives show top-dose activity change, negative = inhibition, actives largely listed as inhibitors; 360,000 tested, 6.9% active; AID 588342, 2011;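 further: potency means the concentration at half of the fitted maximal effect; plate controls were vehicle for no effect and reference inhibitor for full effect; nearly all actives have a fitted effect of over 55% in size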
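Biochemical qHTS of compounds, final roughly 60 µM downward over six points, against 10 nM purified firefly luciferase using Km concentrations of substrates (10 uM D-luciferin, 10 uM ATP) in Tris acetate pH 7.5 buffer; luminescence output.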
KCNH2 3.1 inh – qHTS for Inhibitors of KCHN2 3.1: Mutant qHTS; Potassium voltage-gated channel subfamily H member 2, brain isoform KCNH2 3.1 (human); U2OS KCNH2 3.1, thallium flux FluxOr; active compounds read low; activity change, % (tested at about 1.8 µM); 340,000 tested, 0.95% active; AID 720553, 2013;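 active means maximum activity change below -70%; inconclusive means maximum activity change from -70% to -50%; inactive means maximum activity change above -50%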;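 further: thallium influx rate constant from kinetic fluorescence after stimulation buffer; on the % scale 0 is the no-effect control and ±100 the full control effect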
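We transduce U2OS cells with the mutant 3.1 virus, culture them overnight, load FluxOr with Red40 quencher for 45 min, then add stimulation buffer and read kinetically for 2 min to derive a normalized rate constant.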
RORgamma inh – qHTS for inhibitors of ROR gamma transcriptional activity; Drosophila S2 Gal4-RORgamma UAS-luciferase reporter, 20 h; Potency, µM (doses to about 53.6 µM), inactives show at the top dose activity change, negative = inhibition, usual class: inhibitors; 310,000 tested, 5.4% active; further: potency means the concentration at half of the fitted maximal effect; on the % scale 0 is the no-effect control and ±100 the full control effect; nearly all actives have a fitted effect of over 60% in size
Target sequence (P51450 whole entry, looked up, the tested form may be a part): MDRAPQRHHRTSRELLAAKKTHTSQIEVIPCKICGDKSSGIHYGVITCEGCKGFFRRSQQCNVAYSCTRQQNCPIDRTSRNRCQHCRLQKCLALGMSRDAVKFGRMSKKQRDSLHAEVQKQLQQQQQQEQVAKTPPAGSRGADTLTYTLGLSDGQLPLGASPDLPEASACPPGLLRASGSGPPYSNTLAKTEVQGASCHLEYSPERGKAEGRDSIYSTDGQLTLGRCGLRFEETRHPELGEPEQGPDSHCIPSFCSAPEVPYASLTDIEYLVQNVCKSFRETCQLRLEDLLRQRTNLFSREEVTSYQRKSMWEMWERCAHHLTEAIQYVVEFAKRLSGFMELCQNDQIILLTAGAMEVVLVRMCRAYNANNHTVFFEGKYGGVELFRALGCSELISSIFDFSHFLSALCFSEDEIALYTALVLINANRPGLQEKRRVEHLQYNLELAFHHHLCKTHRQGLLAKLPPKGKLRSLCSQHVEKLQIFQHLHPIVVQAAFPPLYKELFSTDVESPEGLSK
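Stable Schneider cell line, Gal4 DNA-binding domain fused to ROR gamma, UAS-luciferase. Cmpd 1 hr RT → CuSO4 700 uM final → 20 hr RT → luciferase reagent 10 min → luminescence.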
Rab9 prom act – qHTS Assay for Rab9 Promoter Activators; 320,000 tested, 2.8% active; Huh7 Rab9 promoter-luciferase reporter, luminescence, 24 h; AID 485297, 2010; Potency, µM (titrated, usually from 9.22 µM), without a hit: top-dose activation, negative = inhibition, hits mostly activators; further: potency means the concentration at half of the fitted maximal effect; % of control where 0% means no effect; nearly all actives have a fitted effect of over 60% in size
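Stable Rab9-luc Huh7, 1500 cells/well, 2 h settle; cmpd in DMSO, 24 h, 37 °C/5% CO2; luciferase reagent 10 min RT; luminescence.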
MBNL1 CUG block – qHTS Assay for Inhibitors of MBNL1-poly(CUG) RNA binding. Muscleblind-like protein 1 (Homo sapiens), Q9NR56. TR-FRET MBNL1-His/biotin-(CUG)12 binding, 665/545 ratio. Potency, µM (top dose mostly 57.5 µM), inactives show top-dose activity change, negative = inhibition, hits mostly inhibitors. 280,000 tested, 0.036% active; active means well fitted inhibition curve with a large enough effect in the signal ratio, with a control signal flat, not every such curve was filed as active; inconclusive means small, poorly fitted or top-dose-only effect, or effect the other way, or a change in a side signal; inactive means no such curve, though single readings can be large or run the other way; the % refers to the signal ratio; further: potency means the concentration at half of the fitted maximal effect; on the % scale 0 is the no-effect control and ±100 the full control effect
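Ratiometric TR-FRET (665 over 545 nm, excitation 340 nm) tracks disruption of MBNL1-His/biotin-(CUG)12 complex after 60 min at room temperature, with compounds at 92 nM to 58 uM final.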
VP16 counter – VP16 counterscreen qHTS for inhibitors of ROR gamma transcriptional activity. Drosophila S2 Gal4-VP16 UAS-luciferase, luminescence, 20 h. Potency, µM (top dose mostly 53.6 µM), inactives show at the highest dose activity, negative = inhibition, hits mostly inhibitors. 310,000 tested, 3.5% active;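 further: Gal4-VP16 expression switched on by copper sulfate through the metallothionein promoter; potency means the concentration at half of the fitted maximal effect; on the % scale 0 is the no-effect control and ±100 the full control effect; nearly all actives have a fitted effect of over 50% in size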
Starred values were filed as active, the others as inactive; [ ] = dose if it differs, or a comment. Unless noted, the call rests on the fitted dose curve; in most records, active means well fitted curve in the direction sought with a large enough effect; inconclusive means small, poorly fitted or top-dose-only effect, or another doubt; inactive means no such curve, though single readings can be large; an effect the other way counts as inactive or inconclusive.

O=C(c1cc(-c2cccs2)on1)N1CCCc2ccccc21 was read as Menin MLL FP TR -2%, ELG1 repair inh inconclusive, NPC1 prom act 14%, Mito fusion yeast 16%, PKM2 act -15%, FLuc counter 17µM*, KCNH2 3.1 inh -13, RORgamma inh -5%, Rab9 prom act 22%, MBNL1 CUG block 0% and VP16 counter 0%.
`O=C(C1CCCN(c2ncnc3c2nc2n3CCCCC2)C1)N1CCN(c2ccc(Cl)cc2)CC1` (stereo unspecified) gave Menin MLL FP TR -13%, ELG1 repair inh inconclusive, NPC1 prom act -3%, Mito fusion yeast 12%, FLuc counter -4%, KCNH2 3.1 inh 1, RORgamma inh 5%, Rab9 prom act -6%, MBNL1 CUG block -3% and VP16 counter 2%.
`Cc1cccc(NC(=O)c2nc[nH]c2C(=O)NC2CCN(C(=O)OC(C)(C)C)CC2)c1` gave ELG1 repair inh 26µM*, NPC1 prom act -1%, Mito fusion yeast -47%[inhibitor], FLuc counter 3% and Rab9 prom act -5%.
`COCCN(CC(=O)Nc1cccc(C)c1C)C(=O)c1ccc(S(=O)(=O)N2CCOCC2)cc1` gave ELG1 repair inh 6%, NPC1 prom act 2%, Mito fusion yeast -1%, FLuc counter 2%, KCNH2 3.1 inh 0 and Rab9 prom act 0%.
For COc1ccc(Cc2nnc(NS(C)(=O)=O)s2)cc1 the results were ELG1 repair inh 4%, NPC1 prom act -1%, Mito fusion yeast 3%, PKM2 act -2%, FLuc counter -2%, KCNH2 3.1 inh -4, RORgamma inh -30%, Rab9 prom act -1%, MBNL1 CUG block -1% and VP16 counter -6%.
CN(C)CCCN(C(=O)c1ccc([N+](=O)[O-])s1)c1nc2cc3c(cc2s1)OCCO3 was read as Menin MLL FP TR -15%, ELG1 repair inh inconclusive, NPC1 prom act 1%, Mito fusion yeast 2%, PKM2 act -10%, FLuc counter -5%, KCNH2 3.1 inh 0, RORgamma inh 13µM*, Rab9 prom act 14%, MBNL1 CUG block inconclusive and VP16 counter inconclusive.
For O=C(COC(=O)C1CC1)c1c[nH]c2ccccc12 the results were Menin MLL FP TR 3%, ELG1 repair inh inconclusive, NPC1 prom act inconclusive, Mito fusion yeast -4%, PKM2 act -4%, FLuc counter 12µM*, RORgamma inh inconclusive, Rab9 prom act inconclusive, MBNL1 CUG block -1% and VP16 counter -11%.
Screening O=C(CSCc1ccco1)c1ccc(Cl)s1 returned Menin MLL FP TR inconclusive, ELG1 repair inh inconclusive, NPC1 prom act 2.8µM*, Mito fusion yeast 3%, PKM2 act 3%, FLuc counter 6.7µM*, RORgamma inh 3%, Rab9 prom act inconclusive, MBNL1 CUG block 15% and VP16 counter 16%.
`O=C(NC(=S)Nc1nc(-c2ccccc2)cs1)c1cccnc1` gave Menin MLL FP TR -8%, ELG1 repair inh 21%, NPC1 prom act 9%, Mito fusion yeast -3%, PKM2 act 3%, FLuc counter -12%, KCNH2 3.1 inh -1, RORgamma inh 4µM*, Rab9 prom act 11%, MBNL1 CUG block -6% and VP16 counter -13%.
Screening Cc1cc(C)n2c(SCc3c(C)noc3C)nnc2n1 returned Menin MLL FP TR 0%, ELG1 repair inh 22%, NPC1 prom act -6%, Mito fusion yeast -3%, PKM2 act 2%, FLuc counter 0%, KCNH2 3.1 inh -9, RORgamma inh inconclusive, Rab9 prom act -2%, MBNL1 CUG block -1% and VP16 counter -1%.
Cc1cc(C)c(NC(=O)COC(=O)Cc2ccsc2)c(C)c1 was read as Menin MLL FP TR 1%, ELG1 repair inh 28%, NPC1 prom act -4%, Mito fusion yeast 5%, PKM2 act -3%, FLuc counter -3%, KCNH2 3.1 inh 18, RORgamma inh -15%, Rab9 prom act 3% and VP16 counter 0%.
CC1CC(C)CN(C(=O)CNC(=O)c2sc3ccccc3c2Cl)C1 (stereo unspecified) was read as ELG1 repair inh -5%, NPC1 prom act 5%, Mito fusion yeast 14%, FLuc counter inconclusive, KCNH2 3.1 inh -45 and Rab9 prom act 13%.
Screening O=C(NCCCN1CCOCC1)c1ccc(/C=C2\Oc3ccccc3N(Cc3ccccc3F)C2=O)cc1 returned Menin MLL FP TR 3%, ELG1 repair inh -4%, NPC1 prom act -1%, Mito fusion yeast -12%, FLuc counter -5%, KCNH2 3.1 inh 0, RORgamma inh inconclusive, Rab9 prom act 0%, MBNL1 CUG block 0% and VP16 counter inconclusive.
O=C(NCc1ccco1)C1CCCN(c2nnc(-n3cccc3)s2)C1 (stereo unspecified) was read as ELG1 repair inh 1%, NPC1 prom act -1%, Mito fusion yeast -6%, FLuc counter 3%, KCNH2 3.1 inh 7, RORgamma inh 10%, Rab9 prom act 13%, MBNL1 CUG block -1% and VP16 counter -6%.
`O=C(NCc1cccs1)N[C@@H](Cc1ccccc1)C(=O)O` gave Menin MLL FP TR 4%, ELG1 repair inh 6%, NPC1 prom act -2%, Mito fusion yeast 0%, PKM2 act 3%, FLuc counter 1%, KCNH2 3.1 inh 10, RORgamma inh 2%, Rab9 prom act 1%, MBNL1 CUG block -4% and VP16 counter -1%.
CCC(=O)c1ccc(OCC(O)Cn2nc(C)c(Br)c2C)cc1 (stereo unspecified) was read as Menin MLL FP TR -18%, ELG1 repair inh -1%, NPC1 prom act 0%, Mito fusion yeast 0%, PKM2 act 5%, FLuc counter 0%, KCNH2 3.1 inh -8, RORgamma inh -6%[1.91 µM], Rab9 prom act 0%, MBNL1 CUG block -1% and VP16 counter 1%.
`COc1ccc(C(=O)COC(=O)CNC(=O)c2ccc(Cl)cc2Cl)c(OC)c1` gave ELG1 repair inh -16%, NPC1 prom act -3%, Mito fusion yeast -6%, FLuc counter 2%, KCNH2 3.1 inh 8 and Rab9 prom act -3%.
`COc1cccc(NC(=O)c2ccccc2-c2ccccc2)c1` gave Menin MLL FP TR -10%, ELG1 repair inh -14%, NPC1 prom act -5%, Mito fusion yeast 0%, PKM2 act 0%, FLuc counter -1%, KCNH2 3.1 inh 21, RORgamma inh 11%, Rab9 prom act -2%, MBNL1 CUG block -3% and VP16 counter 2%.
NS(=O)(=O)c1ccc(CCNC(=O)C2CCC(CNS(=O)(=O)c3ccc(Br)s3)CC2)cc1 (stereo unspecified) was read as Menin MLL FP TR 10%, ELG1 repair inh 19%, NPC1 prom act -4%, Mito fusion yeast -3%, PKM2 act 1%, FLuc counter -3%, KCNH2 3.1 inh 15, RORgamma inh 1%, Rab9 prom act 0%, MBNL1 CUG block -2% and VP16 counter -4%.
COc1cc(CNc2ccc(O)cc2)cc(Br)c1OCc1ccccc1F was read as Menin MLL FP TR inconclusive, ELG1 repair inh inconclusive, NPC1 prom act -5%, Mito fusion yeast 13%, PKM2 act -10%, FLuc counter -15%, KCNH2 3.1 inh -19, RORgamma inh -22%, Rab9 prom act -3%, MBNL1 CUG block inconclusive and VP16 counter inconclusive.
Cc1ccc(C2N(c3ccccc3)C(=O)N3CCCN23)cc1 (stereo unspecified) was read as Menin MLL FP TR -17%, ELG1 repair inh 8%, NPC1 prom act -1%, Mito fusion yeast 4%, PKM2 act 2%, FLuc counter 2%, KCNH2 3.1 inh -32, RORgamma inh 5%, Rab9 prom act 14%, MBNL1 CUG block -8% and VP16 counter -2%.
CCCN1C(=O)C(NC(C)=O)c2ccccc21 (stereo unspecified) was read as Menin MLL FP TR 11%, ELG1 repair inh -3%, NPC1 prom act -3%, Mito fusion yeast 1%, PKM2 act 1%, FLuc counter 5%, KCNH2 3.1 inh 12, RORgamma inh 28%, Rab9 prom act -4%, MBNL1 CUG block 5% and VP16 counter -3%.

Screening results (PubChem BioAssay)

Only part of the results is shown, so the mix of outcomes need not match the whole.
